ssDAF-12 act – S. stercoralis DAF-12 nuclear receptor activators, primary screen, cell-based, luminescence, HEK293, GRIP1 co-expression, lit1-tk-luc; Nuclear hormone receptor DAF-12 (Strongyloides stercoralis); HEK293 ssDAF-12/GRIP1 lit1-tk-luc reporter; % of 3 µM dafachronic acid response; activation, % at 6.8 µM; 370,000 tested, 1% active;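 active means activation above the mean over all tested compounds plus 3 SD, cut at about 0.9% in these data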;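 further: 0% = DMSO-only wells and 100% = 3 µM delta7-dafachronic acid wells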
SMARCA2 activ – SMARCA2 (BRM) function activators, primary screen, cell-based, luminescence, high throughput. 370,000 tested, 1% active. MG213 cells, MMTV-luciferase reporter, dexamethasone, overnight. activation, % at 9.1 µM; in the data active means activation above about 7.8%;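 further: 0% = vehicle wells and 100% = reference activator wells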
DAX1 inh-1 – DAX1 (NR0B1) inhibitors, primary screen, cell-based, HEK293, Gal4-DAX1, luciferase luminescence; Nuclear receptor subfamily 0 group B member 1 (Homo sapiens), P51843; HEK293 Gal4-DAX1 luciferase reporter; inhibition, % at 6.75 µM; 340,000 tested, 0.99% active; AID 504766, 2011;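 active means inhibition above the mean over all tested compounds plus 3 SD, cut at about 4.2% in these data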;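 further: 0% = DAX1-transfected cells with DMSO and 100% = empty-vector control cells with DMSO; inhibition shows as a rise in luminescence from relieved DAX1 repression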
Target sequence (P51843 207-470 limits assumed): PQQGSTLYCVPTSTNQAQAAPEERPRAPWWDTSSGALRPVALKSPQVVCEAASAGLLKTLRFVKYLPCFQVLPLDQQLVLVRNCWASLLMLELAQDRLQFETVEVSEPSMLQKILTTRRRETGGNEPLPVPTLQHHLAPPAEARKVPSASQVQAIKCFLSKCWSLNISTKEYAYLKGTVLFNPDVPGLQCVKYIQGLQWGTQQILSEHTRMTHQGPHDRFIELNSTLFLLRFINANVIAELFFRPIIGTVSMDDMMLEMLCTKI
hcDAF12 agonist – H. contortus DAF-12 nuclear receptor activators, primary screen, cell-based, luminescence, HEK293, lit1-tk-luc reporter; AID 652067, 2013; HEK293 hcDAF-12 lit1-tk-luc reporter; 0% DMSO, 100% Δ7-dafachronic acid; activation, % at 6.8 µM; 370,000 tested, 1.4% active;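 active means activation above the mean of all tested compounds plus 3 SD, cut at about 5.5% in these data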;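 further: 100% = response to 3 µM Δ7-dafachronic acid high control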
ADAM10 inh – human ADAM10 inhibitors, primary screen, biochemical, QFRET, HTS; inhibition, % at 7 µM; 370,000 tested, 0.62% active; AID 720582, 2013; recombinant ADAM10, EDANS/DABCYL FRET peptide cleavage, 3 h;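 active means inhibition above a per-campaign cutoff equal to the mean of compounds falling between control-based bounds plus 3 SD, cut at about 20% in these data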;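 further: 0% = DMSO wells while the 100% control is not disclosed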
ADAM17 inh – ADAM17 inhibitors, primary screen, biochemical, QFRET; 370,000 tested, 0.83% active; AID 720648, 2013; recombinant ADAM17, EDANS/DABCYL FRET peptide cleavage; inhibition, % at 6.95 µM;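 active means inhibition above the mean of compounds lying between control limits plus 3 SD, set per campaign, cut at about 8.5% in these data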;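 further: 0% = DMSO-only wells as the low control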
Target sequence (P78536 215-824 limits assumed): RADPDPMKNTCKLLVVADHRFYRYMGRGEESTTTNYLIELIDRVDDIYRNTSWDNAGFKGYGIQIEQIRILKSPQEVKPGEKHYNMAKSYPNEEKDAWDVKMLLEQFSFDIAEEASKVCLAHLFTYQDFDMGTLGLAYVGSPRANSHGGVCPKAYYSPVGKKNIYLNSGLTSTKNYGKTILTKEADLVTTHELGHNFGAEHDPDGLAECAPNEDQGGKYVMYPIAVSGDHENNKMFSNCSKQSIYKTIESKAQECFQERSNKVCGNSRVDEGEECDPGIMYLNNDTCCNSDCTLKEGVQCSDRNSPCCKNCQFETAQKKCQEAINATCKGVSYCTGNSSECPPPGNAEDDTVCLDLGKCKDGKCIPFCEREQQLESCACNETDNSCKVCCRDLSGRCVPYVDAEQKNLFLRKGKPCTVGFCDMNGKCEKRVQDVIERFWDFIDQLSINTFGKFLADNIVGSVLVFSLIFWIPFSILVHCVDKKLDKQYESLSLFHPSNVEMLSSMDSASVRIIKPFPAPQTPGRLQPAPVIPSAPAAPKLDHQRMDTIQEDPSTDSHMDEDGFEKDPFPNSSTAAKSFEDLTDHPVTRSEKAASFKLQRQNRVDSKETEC
DAX1 inh-2 – DAX1 (NR0B1) inhibitors on StAR promoter, primary screen, cell-based, luminescence, SF-1 (NR5A1), full-length DAX-1; HEK293T StAR-luciferase reporter, SF-1/DAX-1 repression relief; inhibition, % at 6.8 µM; 370,000 tested, 1.1% active; AID 652010, 2013;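 active means inhibition above the mean over all tested compounds plus 3 SD, cut at about 3.6% in these data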;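 further: 0% = DAX-1 cells with DMSO and 100% = cells lacking DAX-1 with DMSO; higher inhibition means more luminescence from relief of DAX-1 repression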
GAA850 FXN act – FXN promoter activators, primary screen, cell-based, luciferase luminescence, HEK293 lucGAA850; HEK293 lucGAA850 FXN promoter luciferase reporter, 24 h; percent of 10 µM SAHA response; activation, % at 6 µM; AID 540364, 2011; 360,000 tested, 0.56% active;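 active means activation above the average of all compounds screened plus 3 SD, cutoff fixed separately per campaign, cut at about 7.5% in these data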;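 further: 0% = DMSO wells and 100% = 10 µM SAHA wells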
hgDAF-12 ag – H. glycines DAF-12 receptor agonists, primary screen, cell-based, luminescence, HEK293, GAL4 fusion, UAS-luciferase; activation, % at 6.8 µM; HEK293 GAL4-hgDAF12 UAS-luciferase reporter, agonist luminescence; normalized to butyrate control; 370,000 tested, 1.8% active; AID 687014, 2013;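 active means activation above a cutoff set at the mean of all screened compounds plus 3 SD, cut at about 10% in these data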;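 further: 0% = DMSO wells and 100% = sodium butyrate wells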
PG9 Ab binder – binders of HIV-1 gp120 antibody PG9, primary screen, biochemical, TR-FRET; HIV-1 gp120 / PG9 antibody interaction; TR-FRET gp120-PG9 antibody binding; inhibition, % at 6.7 µM; 360,000 tested, 0.43% active; AID 624416, 2012; in the data active means inhibition above about 8.5%
NPR1 activator – GC-A stimulated cGMP production enhancers – HEK293 GC-A cells, cGMP TR-FRET, EC30 ANP, primary screen; 0% at EC30 ANP, 100% saturating ANP; 370,000 tested, 0.14% active; activation, % at 10 µM; Atrial natriuretic peptide receptor 1 (Homo sapiens), P16066; in the data active means activation above about 40%
Active calls of the source: *; x = not tested or not shown.

SMILES | ssDAF-12 act | SMARCA2 activ | DAX1 inh-1 | hcDAF12 agonist | ADAM10 inh | ADAM17 inh | DAX1 inh-2 | GAA850 FXN act | hgDAF-12 ag | PG9 Ab binder | NPR1 activator
Cc1ccc(S(=O)(=O)NCC(c2cccnc2)N2CCc3ccccc32)cc1 (centres undefined) | -1.0 | -0.8 | 0.4 | -1.3 | 14.5 | 1.6 | 0.1 | 0.4 | 0.9 | -1.8 | -16.3
CC(C)(C)OC(=O)CN1c2cccc3cccc(c23)S1(=O)=O | -0.9 | -3.0 | -0.9 | -1.0 | -163.3 | -71.4 | -0.4 | -0.3 | -2.0 | -1.6 | -1.3
COc1ccc(-n2c(SCC(=O)c3ccc[nH]3)nnc2-c2ccccc2)cc1 | -1.0 | -2.2 | -1.0 | -0.4 | -6.2 | -1.7 | -0.5 | 2.7 | -1.2 | -2.0 | -9.7
CC(=O)Nc1ccc(S(=O)(=O)N(C)c2ccc(OCCOc3cccc(C)c3)cc2)cc1 | -2.0 | -2.8 | -0.7 | -1.5 | -2.5 | 8.7* | -3.4 | -1.1 | -5.3 | -2.2 | 3.2
CCSc1nnc(NC(=O)C(C)(C(F)(F)F)C(F)(F)F)s1 | -1.7 | -0.6 | 2.0 | -0.7 | -0.4 | -0.8 | -0.4 | -0.1 | -2.3 | -0.9 | 0.3
Cc1noc(C)c1S(=O)(=O)Nc1ccc(C(=O)NC2CCCCCC2)cc1 | -1.0 | -3.4 | 0.9 | -1.6 | -0.5 | -1.3 | -0.2 | 0.1 | 1.6 | 0.4 | 1.5
O=C(NCc1ccccc1)NC1(C(=O)N2CCOCC2)CCCCC1 | -0.8 | -4.1 | -0.9 | 0.0 | -7.3 | -3.8 | -0.2 | -1.4 | 0.2 | 0.9 | 1.5
O=C(Cn1ncc(Cl)c(Cl)c1=O)c1ccc2c(c1)OCCO2 | -1.2 | -10.2 | 2.2 | -1.1 | -7.4 | -3.6 | -2.0 | 8.6* | -4.6 | -2.8 | 21.1
Cn1cnc(S(=O)(=O)N2CCN(C(c3ccccc3)c3ccccc3)CC2)c1 | -0.9 | -3.6 | 2.0 | -0.8 | 0.1 | -1.1 | -0.1 | 0.6 | 0.4 | -0.8 | -1.7
CNCC(O)C(O)C(O)C(O)CO (centres undefined) | -0.8 | -0.3 | 0.6 | 0.1 | -7.6 | -1.9 | 0.1 | 1.1 | -1.2 | -1.2 | -3.9
C=CCn1cnc2c(nnn2-c2ccc(Cl)cc2)c1=O | -1.8 | 3.5 | 0.8 | 0.8 | -8.5 | -4.5 | -1.1 | 0.4 | 2.8 | 0.2 | -1.4
Cc1ccc(/C=N/NC(=S)NC(C)C)o1 | -0.5 | -0.7 | -0.7 | 0.3 | -5.9 | 2.4 | 1.1 | 1.3 | 2.1 | -1.8 | 2.6
CCOC(=O)C1(C)CCCN(C(=O)c2cc(OC)c(OC)c(OC)c2)C1 (centres undefined) | -1.5 | -3.7 | x | -0.8 | -6.0 | -6.2 | -0.1 | -1.8 | -0.4 | 1.3 | 0.7
O=[N+]([O-])c1cccc(/C=N/n2cnnc2)c1 | -0.5 | -4.3 | 6.3* | 0.8 | -6.0 | 0.6 | 0.7 | 1.0 | -1.7 | 0.4 | 0.8
Cc1cc2ccccc2cc1CN1CCCCC1 | -1.3 | 0.3 | 1.8 | 1.9 | -2.3 | -0.5 | 0.1 | -0.9 | -1.8 | 3.2 | 2.0
CC1CN2C(c3ccc([N+](=O)[O-])cc3)=CSC2=N1 (centres undefined) | -0.4 | -0.8 | -0.6 | 1.7 | -1.3 | 0.1 | -0.3 | 0.7 | -1.6 | 1.2 | 2.9
CCCCNC(=O)OCC(CC)NC(=O)OC(C)C (centres undefined) | -0.9 | -0.8 | 0.9 | 1.4 | 0.1 | -2.6 | -0.6 | -1.2 | 0.0 | -2.4 | 1.6
COc1ccc([N+](=O)[O-])c2c(=O)ccoc12 | -1.6 | 1.0 | -0.2 | -0.1 | -7.9 | -1.6 | -0.6 | 1.5 | 0.6 | -1.8 | 3.1
COc1ccc(-c2ccc3c(c2)C2CC3CCN2C(=O)OCc2ccccc2)cc1 (centres undefined) | -0.9 | -3.5 | 0.2 | 0.1 | -10.7 | 0.0 | 1.7 | -0.5 | 1.7 | -1.0 | 1.9
COC(=O)c1nc2nc(C)cc(=O)n2[nH]1 | -1.2 | 0.0 | 2.5 | -1.2 | -3.5 | -2.2 | 0.5 | 1.1 | 3.1 | 0.3 | 5.3
Nc1cc(=O)[nH]c(SCC(=O)N2N=C(c3ccc(Cl)cc3)CC2c2ccco2)n1 (centres undefined) | -1.3 | 1.4 | -0.8 | -1.4 | 2.1 | -0.1 | -0.2 | 2.9 | -0.8 | -1.4 | -4.7
COc1cc(C(=O)Nc2cccc(-c3nc4ccccc4o3)c2C)cc(OC)c1OC | -0.8 | -0.5 | 3.0 | -0.1 | -0.2 | 8.6 | 0.2 | -2.0 | 1.2 | 0.1 | 0.8
CC(C)CNc1cc(=O)n(C)c(=O)n1C | -0.7 | -3.7 | -0.5 | -1.5 | -6.7 | -6.6 | 0.2 | 0.8 | -1.3 | 1.0 | 3.7
Cc1nc2cc(-c3cccc(F)c3)nn2c(C)c1CCC(=O)NC(C)c1ccc2c(c1)OCCO2 (centres undefined) | -2.1 | -2.7 | -0.3 | -5.2 | -33.9 | -6.6 | -1.6 | -5.3 | -2.2 | 1.4 | -1.5
NC(c1ccc(F)c(F)c1)c1nc(-c2cc(F)cc(F)c2)cs1 (centres undefined) | -0.9 | 2.9 | x | -1.1 | 5.8 | 0.4 | -0.2 | 3.7 | -3.9 | -0.3 | -2.9
S=C(NCc1ccncc1)NC1CCCC1 | 0.4 | -1.6 | 0.4 | -0.8 | -5.2 | -3.0 | -0.2 | 0.9 | -0.9 | 1.9 | 0.1
COc1ccc(Cn2c(CCC(=O)N3CCN(c4ccccn4)CC3)nc3ncccc3c2=O)cc1 | -0.7 | 2.0 | -1.1 | -1.3 | 1.6 | -2.8 | 0.0 | -1.1 | -1.7 | 1.4 | 7.7
O=C(COc1ccccc1Cl)NCC(c1cccs1)N1CCOCC1 (centres undefined) | -0.5 | -2.0 | -0.4 | -1.9 | -5.0 | 2.9 | -2.3 | -0.2 | -1.9 | 1.5 | -0.1
COc1ccc(S(=O)(=O)Nc2ccccc2C(=O)NCc2ccco2)cc1Br | -1.0 | 0.3 | 0.4 | -0.7 | -10.2 | -3.7 | -0.1 | -0.2 | 0.3 | 1.5 | 4.1
O=c1[nH]c2ccccc2c(=O)n1Cc1ccco1 | -0.8 | 1.7 | -0.8 | 0.0 | 2.3 | 0.5 | -0.2 | -0.2 | -2.4 | 1.4 | 0.5
c1ccc(-c2noc(CC3CCCCC3)n2)nc1 | -0.9 | 5.3 | 1.6 | 5.4 | -6.8 | -6.0 | 3.9* | 2.6 | 12.4* | 2.6 | 4.8
CCOC(=O)c1cnc2ccc(OC)cc2c1Nc1ccc(N2CCN(C)CC2)cc1 | -1.2 | -2.1 | -0.7 | -2.4 | 1.1 | -1.2 | -0.6 | 3.1 | -1.6 | -0.9 | 4.6
COc1cc(NC(=O)C2CCCN2C(=O)C2CCC(C)CC2)cc(OC)c1OC (centres undefined) | -0.3 | -2.3 | 0.4 | -0.7 | -13.4 | 3.3 | -1.8 | -1.0 | -1.9 | -0.4 | 3.0
CC(C)(C)c1ccc(-c2nnc(SCC(=O)NC3CC3)o2)cc1 | -0.9 | 9.0* | 0.3 | 2.0 | -8.6 | -0.8 | 3.1 | 4.2 | 7.5 | -0.2 | -0.6
O=C(NC1CCCCC1)c1ccccc1NC(=O)C1CC(=O)N(c2ccc(Cl)cc2)C1 (centres undefined) | -0.9 | -2.4 | -0.8 | -1.1 | -7.9 | -1.5 | 0.6 | 0.1 | -1.1 | 0.4 | -2.7
O=C(Nc1cc(F)ccc1F)c1ccc(-n2cncn2)c([N+](=O)[O-])c1 | -0.9 | -1.5 | -0.9 | 0.2 | 0.1 | -0.3 | 2.1 | 0.7 | 0.0 | -0.7 | -5.1
CC(=O)Nc1cc(-c2cccc(F)c2)cn2c(-c3ccc(F)c(Cl)c3)cnc12 | -1.2 | -1.7 | x | -0.2 | -26.4 | -7.1 | 4.5* | 0.3 | -1.6 | -0.4 | -2.9
Cc1ccc(CNC(=O)COC(=O)c2cc(=O)[nH]c3ccccc23)cc1 | -0.3 | 3.2 | 1.2 | -0.7 | -62.3 | -15.8 | 0.1 | -0.3 | -0.6 | 1.4 | -4.5
CCC(OC(=O)CNS(=O)(=O)c1ccccc1)C(=O)c1ccccc1 (centres undefined) | -0.8 | 2.9 | 0.9 | -0.9 | 3.3 | -3.1 | -0.1 | -1.4 | 0.6 | 0.4 | -2.6
COc1ccccc1NC(=O)Nc1ccccc1Br | -1.8 | 0.3 | 0.1 | -2.7 | 6.3 | 0.1 | 0.0 | -1.9 | 0.8 | -0.4 | -3.0
COc1cc(-c2cc(C(=O)Nc3ccncc3)c3ccccc3n2)cc(OC)c1OC | -1.0 | 1.1 | -0.9 | 0.1 | -16.7 | -3.8 | -2.8 | -4.8 | -2.0 | 0.6 | 37.8
O=C(Cc1ccccc1)NNC(=O)c1cccs1 | -0.4 | 0.2 | 3.1 | -0.8 | -6.6 | -6.8 | 0.3 | -0.5 | -0.7 | -0.5 | -0.6
Cc1cc(Cl)ccc1OCC(=O)Nc1ccccc1N1CCOCC1 | -1.6 | -2.0 | -0.7 | -0.8 | 9.6 | 1.3 | -0.3 | -2.1 | -3.5 | 0.0 | -2.1
Cc1cc(NC(=O)CSc2ccc(Cl)cc2)no1 | -0.9 | -1.9 | 0.7 | -1.1 | -5.1 | -6.8 | -1.0 | -2.5 | 1.8 | -0.5 | 5.3
CC1CCN(c2ccc(-c3ccc(NC(=O)c4ccco4)cc3)nn2)CC1 | -0.7 | 3.8 | 0.9 | 0.0 | -18.5 | -4.4 | 2.9 | 3.7 | 7.1 | -2.2 | -2.0
O=C(O)CCC(=O)Nc1ccc(S(=O)(=O)c2ccc(NC(=O)CCC(=O)O)cc2)cc1 | -1.5 | -2.7 | 0.8 | 1.4 | -2.7 | -0.9 | 0.2 | 2.2 | -0.2 | -0.6 | 3.1
CCN(CC)C(=O)C1CCCN(C(=O)Nc2ccc3nsnc3c2)C1 (centres undefined) | -0.5 | 0.8 | 1.6 | 1.3 | -431.4 | -112.8 | 0.3 | 0.1 | 0.1 | 1.9 | -0.2

Source: PubChem BioAssay
